Compound activity: PubChem, several laboratories
MITF TRPM1 inh: inhibitors of MITF-dependent TRPM1 promoter reporter, primary screen, cell-based, SK-MEL-5, single point, luciferase; 0.83% of 330,000 active; SK-MEL-5 TRPM1 promoter luciferase, 24 h; inhibition, % at 12.5 µM;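 active = mean inhibition across replicates of 60% or more, whatever share of single replicates reaches that level; inconclusive = some that reach 60%, reason not given; inactive = mean inhibition across replicates below 60%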; also: values of inactives mirror those of a sister screen read the other way
CaV13 FRET inh: Primary screen for inhibitors of IQ motif and Ca2+-dependent inactivation inhibitor domain binding in CACNA1D, Förster resonance energy transfer in living cells, … | HEK cells, CFP/YFP FRET ICDI-IQ, plate reader, 10 min; percent FRET-ratio fall versus neutral wells | inhibition, % at 12.3 µM | 0.098% of 340,000 active;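 active = mean replicate inhibition of at least 30% and at least 1% of replicates passing that level; inconclusive = only one of the two criteria is met; inactive = neither criterion is met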;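 also: 0% = median of the neutral control wells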
iPSC survival up: enhancers of single-cell hiPSC survival, primary screen, ATPlite luminescence. 100% = ROCK inhibitor wells, 0% = DMSO. survival enhancement, % at 20 µM. 0.044% of 360,000 active; in the data active = survival enhancement above about 18%;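 also: cells exposed to compounds for 16 hours before the ATP read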
Vif imaging: HIV Vif self-association inhibitors, primary screen, imaging, HEK293T, single point; HEK293T cells, Vif self-association by quenched fluorescence, 24 h; inhibition, % at 7.49 µM; 0.35% of 340,000 active; AID 602346, 2012; in the data active = inhibition above about 50%, passing the limit was not always enough; inconclusive = no clear call, values can overlap the other calls; inactive = below about 31%; also: some results filed as inactive read as strong as hits
PDI turbidity: inhibitors of human PDI, primary screen, biochemical, turbidity, single point, plate reader | Protein disulfide-isomerase (Homo sapiens), P07237 | PDI insulin aggregation turbidity, A650, 90 min | inhibition, % at 10 µM | 0.052% of 350,000 active | AID 588391, 2011;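 active = mean inhibition across replicates of 30% or more, whatever share of single replicates reach that level; inconclusive = mean inhibition below 30% while every single replicate reaches 30%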;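 also: absorbance from insulin aggregation driven by PDI reduction with DTT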
Target sequence (P07237 whole entry, looked up): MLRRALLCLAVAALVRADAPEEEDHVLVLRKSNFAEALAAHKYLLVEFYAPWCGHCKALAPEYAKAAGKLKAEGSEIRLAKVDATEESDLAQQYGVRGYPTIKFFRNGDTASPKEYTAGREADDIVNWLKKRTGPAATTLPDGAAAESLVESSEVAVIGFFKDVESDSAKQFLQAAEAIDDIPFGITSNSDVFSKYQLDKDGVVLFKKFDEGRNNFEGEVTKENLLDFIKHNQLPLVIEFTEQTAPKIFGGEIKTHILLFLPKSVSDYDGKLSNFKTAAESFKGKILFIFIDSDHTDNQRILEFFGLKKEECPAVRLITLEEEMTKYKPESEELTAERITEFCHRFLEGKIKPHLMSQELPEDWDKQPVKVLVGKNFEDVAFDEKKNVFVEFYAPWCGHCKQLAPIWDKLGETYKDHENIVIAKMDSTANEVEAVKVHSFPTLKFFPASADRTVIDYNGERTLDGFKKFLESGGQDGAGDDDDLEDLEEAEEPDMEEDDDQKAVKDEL
NR2E3 ag-1: inhibitors of NR2E3-RetCOR corepressor binding, primary screen, NR2E3 agonist project, biochemical, TR-FRET, GST-NR2E3, biotin-RetCOR; Photoreceptor-specific nuclear receptor (Homo sapiens), Q9Y5X4; AID 2300, 2010; 0.12% of 320,000 active; inhibition of corepressor binding, % at 4.78 µM; 1536-well;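 active = percent inhibition above the cutoff of mean plus 3 SD of all tested compounds, set per screening campaign, cut at about 20% in these data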;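 also: 0% = DMSO wells and 100% = biotin wells as full block of FRET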
Target sequence (Q9Y5X4 whole entry, looked up): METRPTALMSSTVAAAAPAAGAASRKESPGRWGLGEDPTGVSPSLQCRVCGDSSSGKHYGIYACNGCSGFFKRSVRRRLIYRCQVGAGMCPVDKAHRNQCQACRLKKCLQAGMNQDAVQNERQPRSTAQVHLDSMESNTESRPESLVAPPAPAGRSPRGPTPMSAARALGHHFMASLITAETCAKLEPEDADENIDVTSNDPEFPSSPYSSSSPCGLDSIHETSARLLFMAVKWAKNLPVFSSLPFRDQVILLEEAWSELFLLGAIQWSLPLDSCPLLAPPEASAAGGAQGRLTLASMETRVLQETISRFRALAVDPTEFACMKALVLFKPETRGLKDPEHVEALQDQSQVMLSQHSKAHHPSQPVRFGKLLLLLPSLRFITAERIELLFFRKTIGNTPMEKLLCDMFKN
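Material: NR2E3–RetCOR corepressor complex / Incubation: Compound–protein incubation for 5 h at 4 °C / Dosing: compound at 4.8 µM, single dose / Detection: time-resolved FRET / Benchmarks: high control biotin, low control 0.6% DMSO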
NR2E3 ag-2: NR2E3 agonists in two-hybrid cells, primary screen, cell-based, luminescence, CHO-S, Gal4-NCOR/VP16-NR2E3 | Photoreceptor-specific nuclear receptor (Homo sapiens), Q9Y5X4 | luciferase | inhibition of corepressor binding, % at 3.98 µM | 0.35% of 360,000 active | AID 602229, 2012;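 active = inhibition above the mean of all tested compounds plus 3 SD, cut at about 70% in these data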;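 also: 0% = DMSO with NR2E3 transfected cells and 100% = cells lacking NR2E3 construct; higher means lower luciferase signal from less NR2E3 corepressor binding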
Exocytosis inh: LAMP-1 surface exposure blockers, TALL-104 cells – cell-based, flow cytometry, MLPCN library, primary screen; TALL-104 LAMP-1 surface exposure; cells stimulated with thapsigargin and PMA; inhibition, % at 10 µM; 0.66% of 360,000 active; AID 651702, 2012;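 active = inhibition above about 55%, limit read from the data; inconclusive = no clear call, values can overlap the other calls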
HIF-2a inh: HIF-2a reporter inhibitors, primary screen, luminescence, 786-0 RCC cells; 786-0 RCC cells HIF-2a reporter, luciferase luminescence, overnight; inhibition, % at 18.8 µM; 0.72% of 360,000 active; AID 624352, 2012;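 active = inhibition of the luminescence signal of 40% or more relative to plate controls, in a single-dose primary screen at 18.75 µM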
Peg3 prom inh: Peg3 promoter-driven luciferase inhibitors, primary screen, cell-based, HeLa, luciferase luminescence; HeLa PEG-Prom luciferase reporter, overnight; inhibition, % at 20 µM; 1.7% of 360,000 active;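 active = inhibition of at least 50% at 20 µM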
aDG glyco act: activators of alpha-DG glycosylation, primary screen, uHTS, Pro5-aDG cells, AlphaScreen | 0.22% of 360,000 active | alpha-DG glycosylation AlphaScreen (IIH6); 0% Pro5, 100% B10-LARGE cell signal | activation, % at 10 µM | AID 624168, 2012;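 active = activation of at least 8% versus controls, or a plate z-score of at least 8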;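 also: Pro5 are CHO cells carrying HIG-tagged alpha-DG that lacks glycosylation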
* marks the source's active call; other numbers are inactive results; ? = inconclusive; / = no result given.

Below each compound – MITF TRPM1 inh	CaV13 FRET inh	iPSC survival up	Vif imaging	PDI turbidity	NR2E3 ag-1	NR2E3 ag-2	Exocytosis inh	HIF-2a inh	Peg3 prom inh	aDG glyco act
> CCN1C(=O)S/C(=C/c2cn(C)c3ccccc23)C1=O
→ 5	-20	-2.4	1	-6	0	6	-20	-53	-25	-0.4
> O=C1CC2CCCN2C=C1I (stereo unspecified)
→ -10	-20	3.9	-3	-2	/	-9	-4	12	-3	0.0
> Cc1cccc(C(=O)NCC(=O)Nc2ccc(S(=O)(=O)Nc3nc(C)cc(C)n3)cc2)c1
→ -1	-6	-1.4	7	-1	0	4	-2	10	19	-0.4
> O=C(NCc1ccccc1)c1ccc(S(=O)(=O)Nc2cccc(C(F)(F)F)c2)cc1
→ -5	-2	-0.4	-4	7	2	23	1	20	20	0.2
> CCOC(=O)c1c(-c2ccccc2)csc1NC(=O)c1ccc(S(=O)(=O)N2CCOCC2)cc1
→ -12	1	4.9	-11	3	-2	-3	8	11	25	-0.8
> Cc1cc(=O)oc2c(C)c(OC(C)C(=O)Nc3ccc(N4CCC(C)CC4)cc3)ccc12 (stereo unspecified)
→ 3	-2	0.4	-2	-6	-2	7	-6	5	-10	0.1
> Cc1cc(C)c(C#N)c(SCCS(=O)(=O)Cc2ccc(Cl)cc2)n1
→ -16	/	-1.1	-2	-6	-3	4	0	-23	-4	0.0
> Cc1cc(C)cc(N(CC(=O)NC2CCCC2)C(=O)CCC(=O)Nc2cc(C)ccn2)c1
→ 11	-2	-0.3	-3	-11	7	14	5	12	2	0.2
> O=C(Nc1ccc(N2CCOCC2)cc1)Nc1cnsn1
→ -54	/	1.9	11	-3	-5	-30	0	-131	-116	0.4
> COc1ccc2ccccc2c1CN1CCSCC1
→ -11	-2	-0.1	17	1	/	-35	4	23	4	0.1
> CC(C(=O)Nc1cc(Cl)cc(Cl)c1)N1CCCC1 (stereo unspecified)
→ -50	-4	-0.5	3	0	-4	4	?	14	-1	0.2
> CN(Cc1cc2ccccc2[nH]c1=O)C(=O)COc1ccccc1
→ 0	-2	-0.1	-4	-1	-1	-4	0	-6	-20	0.0
> O=C(CSc1nnc(Cc2cccs2)n1-c1ccccc1)Nc1ccc2c(c1)OCCO2
→ -6	-5	5.9	-4	-2	-1	-24	-2	9	4	0.2
> Cc1ccc(S(=O)(=O)Nc2ccccc2CNc2cccc(C)n2)cc1
→ -5	-5	0.5	-5	-7	-3	-14	0	-27	5	0.6
> CCOC(=O)N1CCN(C(=O)c2nn(C)c3c2CSc2ccccc2-3)CC1
→ -1	-8	-0.2	/	/	-2	-22	1	-47	1	0.0
> COc1ccccc1C(=O)OCC(=O)Nc1ccc(OC(F)F)cc1
→ -17	-7	-4.4	-17	3	2	-13	5	-9	-20	0.2
> Cc1cccc2c1cnn2C(=O)CCC(=O)NCC(C)c1ccccc1 (stereo unspecified)
→ /	-7	1.1	/	/	7	-12	0	-5	7	-0.4
> O=[N+]([O-])c1nccn1C1C=CC(O)C(CO)O1 (stereo unspecified)
→ /	-12	-1.6	/	/	/	7	-20	7	/	-0.2
> Cn1c(N/N=C2\CCCc3ccccc32)nc2c1c(=O)n(Cc1ccccc1)c(=O)n2C
→ 9	-20	-0.9	2	-4	1	-4	4	-3	42	-0.4
> C[C@@H]1CN([C@@H](C)CO)C(=O)Cc2cc(NS(=O)(=O)c3ccccc3)ccc2O[C@H]1CN(C)Cc1ccncc1
→ -2	-11	-1.2	/	-1	/	-1	-4	4	-8	0.0
> CCCNC(=O)OCCC12CC3CC(CC(C3)C1)C2
→ -55	-6	-0.4	-6	3	-7	-31	-2	-112	-141	0.1
> CCN(Cc1ccccc1)C(=O)Cc1c[nH]c2ccccc12
→ 16	-4	0.2	-1	-3	4	-1	9	11	5	-0.1
> O=[n+]1cc(-c2ccc(Br)cc2)n([O-])c2c1CCC2
→ 11	-3	0.9	-23	2	3	10	0	10	-1	0.4
> Cn1c(CC(=O)c2ccc(Br)cc2)[n+](C)c2ccccc21
→ 3	-1	-0.6	3	1	0	1	3	11	8	-0.1
> COCc1cc(C)c(C#N)c(=S)[nH]1
→ 7	/	-0.8	5	-7	2	-10	12	8	12	-0.2
> COc1ccc(CCNc2nc(-c3ccc(O)cc3)cs2)cc1OC
→ 8	-1	1.0	-1	9	1	-10	1	-50	-28	0.1
> O=C(OCCCN=C1NS(=O)(=O)c2ccccc21)C1CC(=O)N(c2ccc(Cl)cc2)C1 (stereo unspecified)
→ 4	-4	-1.1	7	-37	2	-6	0	13	7	0.1
> COc1ncc(-c2c(-c3ccccc3OC)sc3ccccc23)cn1
→ /	-9	0.5	/	/	/	9	11	-4	/	0.0
> CCOC(=O)CCCNC(=O)COC(=O)c1cccc(F)c1
→ 17	-2	-0.1	29	12	2	1	-10	0	6	0.1
> Cc1ccc(CNC(=O)COC(=O)c2ccc(S(=O)(=O)NCc3ccco3)cc2)cc1
→ 12	-2	-0.4	7	-6	6	5	2	5	14	-0.4
> COc1cccc(N(CC(=O)NC2CCCCC2)C(=O)Cn2nnc(-c3ccc(C)o3)n2)c1
→ 12	-7	0.0	-11	6	/	-13	-5	11	1	0.1
> O=C(Oc1ccc(C(=S)N2CCOCC2)cc1)c1ccc(Br)cc1
→ 0	-5	-1.8	1	-6	4	-14	-5	14	8	0.1
> CCC(=O)n1nc(-c2cccnc2)nc1NCc1ccccc1
→ 18	-1	0.2	0	3	/	-31	5	-2	10	-0.1
> O=C(CCS(=O)(=O)c1cccs1)Nc1ccc(C(=O)NC2CCN(Cc3ccccc3)CC2)cc1
→ -52	4	-0.4	2	-3	-5	-27	0	-35	-33	0.1
> Cc1ccc(NC(=S)NN2CCN(C)CC2)cc1
→ 7	-4	2.1	-7	-13	-3	9	3	13	-5	-0.1
> O=C(NCC(c1ccco1)N1CCc2ccccc2C1)c1c(F)cccc1F (stereo unspecified)
→ -8	-4	-0.6	-5	-1	1	-2	7	-1	-12	-0.2
> CC(=O)Nc1c(-c2ccccc2)nc2ccc(Cl)cn12
→ 4	-20	0.2	6	3	-1	5	-7	-18	-12	-0.1
> COc1ccc(CNC(=O)c2ccc(NC(=O)C3=CSCCO3)cc2)cc1
→ -6	-7	1.6	6	1	1	-20	-3	-116	-109	-0.1
> Cc1cc(C)nc(NC(=O)c2cc(-c3ccc4c(c3)OCO4)nc3ccccc23)c1
→ 16	-6	0.6	-4	-2	2	-12	-13	-6	-13	0.1
> CCCCOc1ccc(C(=O)Nc2ccc3c(c2)C(=O)NC3=O)cc1
→ 3	-7	0.3	/	-1	1	-1	2	2	-15	-0.1
> Cc1cc(C)n2c(Br)c(CSc3nc4ccccc4s3)nc2n1
→ -63	-8	-0.5	-14	10	-2	-92	-1	-192	-240	0.0
> COc1ccc(C(C2C(=O)CC(C)(C)CC2=O)C2C(=O)CC(C)(C)CC2=O)cc1COCC(F)(F)F
→ -3	-8	-1.0	-1	3	-1	11	22	3	13	0.3
> Cc1cc(C)n2nc(-c3cnn(C)c3C(F)(F)F)cc2n1
→ -13	-10	-1.0	1	6	-2	-37	-3	-47	-51	0.2
> CC1=NNC(=O)C1CCC(=O)N/N=C(\C)c1ccc(Cl)cc1 (stereo unspecified)
→ 2	-3	-0.1	-2	-2	-4	-7	2	7	5	-0.1
> COc1cc(NC(=O)COC(=O)c2ccc([N+](=O)[O-])s2)cc(OC)c1OC
→ 42	-5	-0.5	-3	-21	/	-8	-3	-1	5	0.4
> CCOC(=O)CSc1nnc(-c2nnc(SCC(=O)OCC)n2CC)n1CC
→ 7	-5	-0.7	14	-3	6	6	-2	16	3	-0.3
> COc1ccc(CC(=O)Nc2sc3c(c2C(N)=O)CCCC3)cc1OC
→ 4	-2	0.3	-7	4	0	38	-7	9	11	0.2
> O=C(NCCS(=O)(=O)N1CCN(c2ccccc2F)CC1)c1ccc(Br)o1
→ -3	-2	-0.4	8	12	1	-21	2	10	11	-0.3
> C[C@@H]1CCCCCCCCC(=O)OCCN(C(=O)OC(C)(C)C)[C@H](C)CCCCCCCCC(=O)OCCN1C(=O)OC(C)(C)C
→ 7	-6	1.0	1	1	/	8	9	12	4	-0.1
> CC(O)c1cccc(N=Cc2ccc3ccccc3c2O)c1 (stereo unspecified)
→ 15	-19	0.2	11	0	6	21	22	16	19	-0.1
> CCN(CC)c1ccc2c(C)c(CO)c(=O)oc2c1
→ -9	-1	0.3	1	-10	-4	10	0	-42	-30	0.0
> COc1ccc(-c2cc(C(=O)Nc3ccccc3O)c3ccccc3n2)cc1
→ -8	-5	-0.9	1	-11	-2	11	-5	-27	-7	-0.3
> CCn1c(C)c(C(=O)c2ccccc2)c(C#N)c1C(=O)O
→ -5	-6	-0.6	/	-2	0	-58	5	-52	2	-0.2
> CC(C)(C)c1ccc(OCC(=O)NCCN2CCCC2)cc1
→ -1	-5	0.2	29	9	4	5	2	15	2	0.4
> Cc1ccc(-c2ccccc2NC(=O)CCl)o1
→ 9	/	1.8	16	12	0	-16	-1	-11	4	0.5
> COC(=O)c1[nH]cnc1C(=O)c1ccccc1
→ -4	-6	8.4	?	5	4	0	0	13	10	0.2
> CN(CCO)C1=CC(=O)CC(C)(C)C1
→ 5	-4	-1.6	-3	1	1	-1	-1	19	8	0.2
> COc1ccc(C(=O)N/C(=C\c2cc(OC)c(OC)cc2[N+](=O)[O-])C(=O)NCC(=O)O)cc1
→ 9	-5	-0.1	-9	-2	2	-3	15	12	10	-0.4
> COc1ccc(NC(=O)Nc2ccc3c(c2)C(=O)N([C@@H](C)CO)C[C@@H](C)[C@@H](CN(C)S(=O)(=O)c2cn(C)cn2)O3)cc1
→ -6	-6	3.7	11	0	/	7	-4	7	6	-0.2
> CC1=CC(=O)N(c2ccn(C)n2)C1=O
→ -10	-4	-0.3	-4	10	0	4	-3	5	25	-0.2
> CCOC(=O)C(=O)NNc1cccc(C)c1C
→ 1	-3	0.9	-21	-3	0	21	-2	4	47	0.1
